M1 antag = blocks human M1 muscarinic receptor; 360,000 compounds, 1.3% hits; inhibition, % at 3 µM; AID 588852; P11229; CHO-K1 hM1, Fluo-8 calcium fluorescence, ACh EC80 antagonist;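 active = percent inhibition above its own plate's cutoff, namely the mean of that plate's compound wells plus 3 SD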;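 note: peak over basal fluorescence ratio during 140 s after agonist addition; 0% = ACh EC80 plus DMSO and 100% = DMSO alone without agonist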
Target sequence (P11229 whole entry, looked up): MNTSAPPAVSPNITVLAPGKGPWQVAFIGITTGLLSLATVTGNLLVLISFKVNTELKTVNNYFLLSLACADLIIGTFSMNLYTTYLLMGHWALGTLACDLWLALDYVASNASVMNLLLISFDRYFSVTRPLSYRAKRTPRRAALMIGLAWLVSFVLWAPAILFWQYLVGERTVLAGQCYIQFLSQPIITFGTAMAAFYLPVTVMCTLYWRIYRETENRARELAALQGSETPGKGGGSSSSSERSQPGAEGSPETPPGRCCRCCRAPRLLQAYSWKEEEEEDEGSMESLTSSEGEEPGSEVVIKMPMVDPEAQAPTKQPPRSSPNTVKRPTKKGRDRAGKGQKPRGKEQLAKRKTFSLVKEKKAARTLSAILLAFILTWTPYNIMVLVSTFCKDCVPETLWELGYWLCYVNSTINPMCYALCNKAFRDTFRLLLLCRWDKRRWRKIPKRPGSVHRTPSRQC
M1 PAM parental = nonselective activator or artifact in parental CHO-K1 calcium assay | ATP EC20, Fluo-8 calcium fluorescence; 0% at ATP EC20, 100% at ATP max | activation, % at 3 µM | 360,000 compounds, 0.02% hits;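 active = activation above the run cutoff, the mean activation of all test compounds plus 3 SD, cut at about 40% in these data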;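 note: peak over basal fluorescence ratio in a 140 s read after ATP addition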
CHO-K1 Ca ag = nonselective activator or artifact in parental CHO-K1 cells. Fluo-8 calcium fluorescence; scaled to maximal ATP response, vehicle zero. activation, % at 3 µM. 360,000 compounds, 0.48% hits; in the data active = activation above about 15%;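 note: untransfected CHO-K1 host cells lacking M1 receptor as counterscreen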
CHO-K1 Ca antag = nonselective inhibitor or artifact in parental CHO-K1 cells; ATP-induced calcium, Fluo-8 fluorescence; inhibition, % at 3 µM; 360,000 compounds, 0.6% hits; AID 602250;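 active = inhibition above a per-plate cutoff, the plate's mean sample inhibition plus 3 SD, cut at about 24% in these data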;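 note: 0% = DMSO plus EC80 ATP and 100% = DMSO alone without ATP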
CHO parental Ca = counter-screen for OX1R antagonists: effect in parental CHO cells. AID 463079. inhibition, % at 5.6 µM. parental CHO-K1, ATP-induced calcium, Fluo-8 fluorescence. 330,000 compounds, 0.63% hits;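 active = inhibition above that plate's mean sample inhibition plus 3 SD, cut at about 26% in these data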;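 note: 0% = ATP-challenged DMSO wells and 100% = DMSO wells without ATP; some compounds past the cut are filed as inactive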
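Test system: untransfected parental CHO cell line. Compound: one dose, 5.6 µM nominal. Detection: intracellular calcium via Fluo-8 no-wash fluorescent dye. Measure: % inhibition. Benchmarks: ATP-challenged DMSO wells low, unchallenged DMSO wells high.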
TAAR1 agonist = agonists of human TAAR1 | AID 624467 | activation, % at 3 µM | 360,000 compounds, 0.99% hits | CHO RD-HGA16 TAAR1, Fluo-8 calcium fluorescence; vehicle wells 0%, saturating PEA agonist 100% | Q96RJ0;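 active = activation above the mean activation of all test compounds in the run plus 3 SD, cut at about 38% in these data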
Target sequence (Q96RJ0 whole entry, looked up): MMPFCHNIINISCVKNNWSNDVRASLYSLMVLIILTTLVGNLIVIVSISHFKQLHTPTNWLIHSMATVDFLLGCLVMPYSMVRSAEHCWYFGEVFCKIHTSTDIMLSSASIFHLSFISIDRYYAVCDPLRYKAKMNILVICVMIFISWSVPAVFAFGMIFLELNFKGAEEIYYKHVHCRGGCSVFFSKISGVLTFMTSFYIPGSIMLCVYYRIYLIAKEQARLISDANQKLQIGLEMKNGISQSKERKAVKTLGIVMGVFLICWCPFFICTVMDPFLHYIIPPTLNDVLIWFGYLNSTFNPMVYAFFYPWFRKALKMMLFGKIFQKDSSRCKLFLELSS
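Benchmarks: low control DMSO, high control PEA (EC100); System: CHO RD-HGA16 cells carrying human TAAR1 plus Gα16; Detection: Fluo-8 fluorescence, 5 s baseline then 140 s kinetic read; Schedule: 17-24 h plating, Fluo-8 75 min 37 °C, 30 min RT; Read-out basis: % activation from peak over basal fluorescence ratio, DMSO-to-PEA scaled.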
CHRM1 PAM = positive allosteric modulators of human M1 muscarinic receptor; 360,000 compounds, 0.088% hits; activation, % at 3 µM; P11229; CHO-K1 hM1, Fluo-8 calcium fluorescence, ACh EC20; 0% = ACh EC20, 100% = maximal ACh; in the data active = activation above about 19%, passing the limit was not always enough
TAAR1 antagonist = antagonists of human TAAR1; Q96RJ0; CHO RD-HGA16 TAAR1, Fluo-8 calcium fluorescence, antagonist; inhibition, % at 3 µM; 360,000 compounds, 1.5% hits;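 active = inhibition above a per-plate cutoff, the mean inhibition of test compounds on that plate plus 3 SD, cut at about 49% in these data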;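 note: 0% = DMSO plus EC80 beta-PEA response and 100% = DMSO alone without agonist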
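test system = CHO RD-HGA16 cells bearing hTAAR1 | replication = singlicate | controls = DMSO-only wells and EC80 β-PEA-stimulated wells | reagent = EC80 β-phenethylamine stimulus | read-out basis = percent inhibition of PEA-evoked calcium signal, max/basal emission ratio | schedule = seeding 17-24 h prior, 75-min 37 °C, 30-min RT dye loading | signal = kinetic Fluo-8 calcium fluorescence measurement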
M1 ag = human M1 muscarinic receptor agonism; activation, % at 3 µM; CHO-K1 hM1, Fluo-8 calcium fluorescence, agonist mode; 0% DMSO, 100% acetylcholine EC100; 360,000 compounds, 0.33% hits;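 active = activation above the run's mean compound activation plus 3 SD, cut at about 16% in these data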;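 note: peak over basal fluorescence ratio within a 140 s kinetic read after compound addition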
The depositor's hits bear a star; x = no result given.

SMILES | M1 antag | M1 PAM parental | CHO-K1 Ca ag | CHO-K1 Ca antag | CHO parental Ca | TAAR1 agonist | CHRM1 PAM | TAAR1 antagonist | M1 ag
CN(C)CCNc1nc2sc3c(c2c(=O)n1-c1ccc(F)cc1)CCCCC3 | 3 | 23 | 1.1 | -12 | -9 | 4 | 9 | -17 | -1
CCN(CC)S(=O)(=O)c1ccc(C(=O)NCc2ccc3c(c2)cc(C)n3C)cc1 | 57* | 7 | 0.7 | -5 | -17 | 2 | -31 | 4 | -11
COC(=O)CSc1[nH]c2ccc(F)cc2c1[N+](=O)[O-] | -8 | 7 | -0.1 | -10 | -7 | 9 | 9 | -34 | -2
CCN(CC(=O)Nc1cccc(C(C)=O)c1)S(=O)(=O)c1ccc(C)cc1 | -4 | 22 | 3.3 | -6 | -18 | 2 | 7 | -16 | -6
CC1CCN(C(=O)c2[nH]cnc2C(=O)N2CCN(c3ccccc3)CC2)CC1 | 7 | 3 | 0.1 | -5 | 3 | 7 | 0 | 10 | -3
COc1ccc2cc(C#N)c(SCC(=O)N3CCCC3)nc2c1 | -2 | 16 | 1.2 | -6 | -17 | 3 | 4 | -2 | -4
CCCCc1ccc(NC(=O)CN2C(=O)NC(Cc3ccccc3)C2=O)cc1 (stereo not given) | 0 | 1 | 1.3 | 4 | x | 1 | 7 | -20 | -2
CN1CCN(/N=C2/C(=O)Nc3ccc([N+](=O)[O-])cc32)CC1 | -12 | 13 | -0.3 | -3 | 13 | 11 | 6 | -10 | -4
c1ccc(COc2ccccc2CNCc2cccnc2)cc1 | 5 | 3 | 1.4 | 8 | -9 | 5 | -4 | 7 | -10
COc1ccc(C=O)cc1COc1ccccc1F | 4 | -5 | -0.4 | 5 | -9 | 0 | 13 | 10 | -1
Cc1nnc(N2C(=O)C(O)=C(C(=O)c3ccco3)C2c2ccc(C(C)(C)C)cc2)s1 (stereo not given) | -2 | 15 | 2.4 | -7 | -11 | 4 | 6 | 10 | -1
C=CCN1C(=O)C2(C(C#N)=C(N)Oc3n[nH]c(CCC)c32)c2ccccc21 (stereo not given) | 13 | -6 | 0.1 | 18 | -7 | 7 | -6 | -1 | -5
O=C(O)c1ccccc1N=Nc1ccc(O)cc1 | -22 | 5 | 0.0 | 1 | -7 | 2 | -1 | -6 | -2
Cc1c(C)c2c(C)[nH]nc2oc1=O | -14 | 18 | 0.4 | -10 | 3 | 4 | 10 | 6 | -1
Cc1ccc(NS(=O)(=O)c2ccc(CCC(=O)O)cc2)cc1 | 14 | -9 | -0.3 | 11 | -5 | 0 | -2 | 13 | -3
C/C(=N/NC(=O)c1cccs1)c1ccc(NC(=O)COc2ccc(Cl)cc2)cc1 | -8 | 7 | 1.6 | 7 | -6 | 22 | 2 | 5 | -2
Cn1cccc1C(C(=O)NC1CCCCC1)N(C(=O)Cc1cccs1)C1CC1 (stereo not given) | 4 | -8 | -0.4 | -3 | 7 | 5 | 1 | 4 | 1
CC(C)c1ccc(-n2ccnc2SCC(=O)O)cc1 | -2 | 21 | 1.1 | -14 | -7 | 3 | 6 | 5 | -6
COc1ccc(NC(=O)C2CC(=O)OC2c2ccccc2)cc1 (stereo not given) | -7 | 12 | 0.9 | -2 | -3 | 51* | 5 | -7 | -6
COc1ccc(Cl)cc1NC(=S)NC(=O)c1ccco1 | -11 | 11 | -0.1 | -15 | -24 | 0 | 7 | -12 | -4
COc1cc2[nH]c(C(=O)N3CCN(c4ccc(F)cc4)CC3)cc2c(OC)c1OC | -11 | -3 | 7.4 | 6 | -12 | 2 | 7 | -36 | 0
CCCc1nc2ccc(NC(C)=O)cc2c(=O)n1Cc1ccccc1Cl | -30 | 21 | 0.6 | -11 | -17 | 15 | 24 | 1 | -2
CN1/C(=C\C(=O)c2ccco2)C(C)(C)c2ccccc21 | 31* | 1 | 14 | 39* | 71* | 2 | -10 | 58* | 0
CCc1nc(CN2CCN(c3ccc(C(F)(F)F)cn3)CC2)c(C)[nH]1 | -9 | 1 | 3.3 | 4 | -1 | 2 | 7 | -23 | -4
Cc1ccc(S(=O)(=O)N2CCC(C(=O)OCC(=O)N3CC(C)CC(C)C3)CC2)cc1C (stereo not given) | -16 | 22 | 0.1 | -11 | -17 | -1 | 2 | -27 | -4
O=C(CCc1ccccc1)N1CCCN(C(=O)CCc2ccccc2)CC1 | -4 | 8 | 0.8 | -8 | -11 | 0 | -3 | 11 | -8
CC1CCCC(C)N1C(=O)CSc1nnc(C2CCCCC2)o1 (stereo not given) | -22 | 19 | 0.5 | -17 | -9 | 8 | 5 | 14 | -6
O=C(Nc1ccc(Cl)cc1)c1nc[nH]c1C(=O)N1CCc2ccccc2C1 | 5 | 5 | -0.2 | -8 | 2 | 7 | -2 | 4 | -5
COc1ccc(F)cc1C(=O)C1CCCN(C(=O)c2ocnc2C)C1 (stereo not given) | -5 | -1 | -0.4 | 0 | 0 | -1 | 9 | -18 | -2
COc1ccc(NC(=O)CSc2nnc(CNC(=O)COc3ccc(Cl)cc3)o2)c(OC)c1 | 2 | 13 | 0.8 | -9 | -7 | 14 | 0 | 2 | -4
O=C(O)C1CCC(=O)N1C1c2ccccc2Oc2ccccc21 (stereo not given) | 10 | -13 | 0.0 | 5 | 2 | 1 | -9 | -12 | -4
COCCNC(=O)/C(C#N)=C/c1cccs1 | -9 | 0 | 0.6 | -5 | -7 | 0 | 1 | -10 | -2
O=C1CCn2nc(-c3ccc(Cl)cc3)cc2N1 | -15 | 26 | 0.9 | -10 | 0 | 1 | 8 | 6 | -3
Cc1cc(C(=O)Nc2ccc(S(=O)(=O)N3CCOCC3)cc2)ccc1[N+](=O)[O-] | 0 | 22 | 7.9 | -13 | 0 | 8 | -4 | 8 | -4
CCc1ccc(N2C(=O)CN(Cc3ccccc3)C2=S)cc1 | 4 | -5 | -1.0 | -18 | 0 | -1 | -1 | 10 | -5
COc1ccc(OC)c(S(=O)(=O)Oc2ccc(N)c3ccccc23)c1 | -2 | 18 | 1.0 | -3 | -3 | 1 | 10 | -22 | 1
Fc1ccccc1Cn1cc(C(=S)N2CCOCC2)c2ccccc21 | -5 | 12 | 0.9 | -8 | -11 | 8 | 7 | -21 | 1
Cc1ccc(S(=O)(=O)NC(CC(=O)O)c2cccs2)cc1 (stereo not given) | -5 | 22 | 1.4 | -11 | -4 | -1 | 7 | -12 | -3
O=C(NCCCN1CCc2ccccc2C1)C1CCN(S(=O)(=O)N2CCCC2)CC1 | 3 | 15 | 0.2 | -17 | -21 | 36 | -8 | -15 | -12
Cc1ccccc1OCC(O)Cn1c(NCCN(C)C)nc2c1c(=O)n(C)c(=O)n2C (stereo not given) | -7 | 19 | 0.2 | -10 | -1 | -1 | 4 | 15 | -9
Cc1ccc(-c2nnn(CC(=O)N(CCN3CCOCC3)C(C(=O)NC(C)(C)C)c3ccc(C)o3)n2)cc1 (stereo not given) | -3 | 15 | 0.2 | -13 | -15 | 3 | 5 | -17 | -4
Cc1ccc([C@@H]2CC=C(C(=O)O)[C@H](c3ccc(C(C)(C)C)cc3)N2S(=O)(=O)c2ccc(C)cc2)cc1 | -6 | -6 | 0.8 | -3 | 15 | 5 | -1 | 36 | -3
CN(C)c1cccc(C(=O)N2CCCC(CCC(=O)N3CCN(c4ccccn4)CC3)C2)c1 (stereo not given) | -8 | 3 | 1.7 | -7 | -17 | 4 | 7 | -3 | -5
CCC1=C(Nc2ccccc2)COC1=O | -9 | 11 | 0.5 | -4 | x | 3 | 19 | -17 | 2
CCC[C@H]1CN(Cc2ccccc2)C(=O)[C@@H]1CC(=O)NC | 2 | 18 | 0.7 | -10 | x | 1 | 0 | 3 | -2
CCOc1ccccc1CNC(=O)C1CCCN(c2ncnc3c2nc2n3CCCCC2)C1 (stereo not given) | 5 | 3 | 1.2 | -11 | -30 | x | -4 | x | -5
CN1CCN(C(=O)/C=C/c2ccc([N+](=O)[O-])cc2)CC1 | -14 | 26 | 0.8 | -11 | -10 | 1 | 6 | 15 | -5
CC1(C(=O)N(Cc2ccccc2)Cc2ccccc2)CC1(Br)Br (stereo not given) | 8 | 16 | 0.7 | -18 | -34 | 0 | -13 | 18 | -8
CC(C)Cn1c(N)c(C(=O)COC(=O)c2ccccc2F)c(=O)n(C)c1=O | 30 | -17 | 7.2 | 7 | -6 | 22 | -4 | 10 | 1
Brc1ccc2nc(-c3ccncc3)c(NC3CCCC3)n2c1 | 1 | -1 | -0.1 | -9 | -19 | 0 | 6 | 15 | -4
COc1ccccc1COc1ccc2c(C)c(CCC(=O)O)c(=O)oc2c1C | 1 | 9 | 0.5 | 2 | -5 | 1 | 3 | -11 | -5
COc1ccc(-c2cc3n(n2)CCc2nc4ccccc4n2-3)cc1 | 8 | 7 | 3.0 | 6 | -16 | 13 | 1 | 19 | -3
CCOC(=O)COc1ccc(S(=O)(=O)Nc2cccc(SC)c2)cc1 | 1 | 8 | 10 | -6 | 21 | 36 | -8 | 4 | 11
COc1cc(CC(=O)Nc2nc(-c3ccccc3)c(C(C)=O)s2)cc(OC)c1OC | -1 | -2 | 7.4 | -21 | -6 | -1 | -6 | 15 | -3
Cc1cc(=O)c(C(=O)OC(C)C(=O)NC(N)=O)nn1-c1ccc(Cl)cc1 (stereo not given) | -8 | 1 | 8.5 | 9 | 0 | 1 | 10 | -29 | -3
CC(C)=CCn1c2ccc(NC(=O)Nc3cccnc3)cc2c(=O)n1C | 0 | -1 | -0.4 | -8 | x | 2 | -4 | -34 | -7
O=C(Nc1ncn[nH]1)c1c(Cl)ccc(Cl)c1Cl | -22 | 12 | 0.7 | -4 | 0 | 24 | 6 | -19 | 4
COc1ccc(/C=C/C(=O)NCc2ccccn2)cc1OC | 10 | -17 | -0.3 | 24 | -8 | 11 | -10 | 8 | -2

Profiles, looked up by structure:
Results for COc1ccccc1COc1ccc2c(C)c(CCC(=O)O)c(=O)oc2c1C : M1 antag = 1; M1 PAM parental = 9; CHO-K1 Ca ag = 0.5; CHO-K1 Ca antag = 2; CHO parental Ca = -5; TAAR1 agonist = 1; CHRM1 PAM = 3; TAAR1 antagonist = -11; M1 ag = -5
Results for CC(C)=CCn1c2ccc(NC(=O)Nc3cccnc3)cc2c(=O)n1C : M1 antag = 0; M1 PAM parental = -1; CHO-K1 Ca ag = -0.4; CHO-K1 Ca antag = -8; CHO parental Ca = x; TAAR1 agonist = 2; CHRM1 PAM = -4; TAAR1 antagonist = -34; M1 ag = -7
